STEP block: STEP phosphatase inhibitors, primary screen, biochemical, fluorescence intensity, uHTS; Tyrosine-protein phosphatase non-receptor type 5 (Homo sapiens), P54829; recombinant STEP, OMFP fluorogenic substrate; inhibition, % at 20 µM; actives 0.25% (n = 360,000);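 active = inhibition at 20 µM, scaled per plate between control wells, above about 37%, limit read from the data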;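 also: 0% = DMSO with enzyme and substrate and 100% = substrate only without enzyme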
Target sequence (P54829 whole entry, looked up): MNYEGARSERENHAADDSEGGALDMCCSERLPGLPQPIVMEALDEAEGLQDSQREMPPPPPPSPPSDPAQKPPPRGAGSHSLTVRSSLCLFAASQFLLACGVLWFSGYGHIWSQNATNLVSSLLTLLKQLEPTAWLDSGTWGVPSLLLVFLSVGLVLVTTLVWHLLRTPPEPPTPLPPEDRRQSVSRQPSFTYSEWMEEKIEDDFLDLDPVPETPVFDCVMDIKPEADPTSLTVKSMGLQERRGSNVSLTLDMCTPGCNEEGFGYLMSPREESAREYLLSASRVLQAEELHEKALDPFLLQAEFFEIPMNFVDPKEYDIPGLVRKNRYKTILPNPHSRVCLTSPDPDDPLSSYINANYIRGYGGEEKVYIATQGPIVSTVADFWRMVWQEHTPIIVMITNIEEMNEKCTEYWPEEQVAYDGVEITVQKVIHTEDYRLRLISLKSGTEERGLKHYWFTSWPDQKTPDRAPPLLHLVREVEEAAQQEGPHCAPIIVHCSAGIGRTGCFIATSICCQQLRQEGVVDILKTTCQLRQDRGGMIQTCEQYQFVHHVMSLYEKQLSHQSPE
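material = STEP tyrosine phosphatase | reagent = fluorogenic phosphatase substrate OMFP at 25 µM final | doses = single compound dose of 20 µM, 1% DMSO final | schedule = 20 min reaction, room temperature, in the dark | measured by = fluorescence, 480/540 nm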
NRP1-CendR mod: modulators of CendR peptide binding to NRP-1, primary screen, biochemical, fluorescence polarization, uHTS; Neuropilin-1 (Homo sapiens), O14786; actives 0.85% (n = 360,000); inhibition, % at 25 µM; FAM-RPARPAR peptide binding to NRP-1;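 active = inhibition or corrected inhibition above about 18%, plus a signal ratio from 0.5 to 1.5, limit read from the data, passing the limit was not always enough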; also: strong numbers were not always called active
TbMetRS inhib: T. brucei MetRS inhibitors, primary screen, biochemical, luminescence; methionyl-tRNA synthetase (Trypanosoma brucei brucei); purified T. brucei MetRS, ATP depletion, Kinase-Glo luminescence; inhibition, % at 11.9 µM; actives 0.4% (n = 360,000);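 active = inhibition above a per-plate cutoff of the control wells' mean inhibition plus 3 SD, cut at about 5.5% in these data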;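 also: 0% = DMSO wells median and 100% = median of wells with control inhibitor compound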
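Material: T. brucei methionyl-tRNA synthetase, purified; reagent: substrates ATP, L-methionine and bulk Escherichia coli tRNA; dosing: 11.9 µM single point; timing: 15 min plus 2 h at 25 °C; detection: luminescence of leftover ATP; evaluation: % inhibition; control set: DMSO-only wells as low control; replicates: singlicate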
MsrA act: bovine MsrA enzyme activators, primary screen, biochemical, absorbance, HTS. activation, % at 10.6 µM. Methionine sulfoxide reductase A (Bos taurus). AID 602163, 2012. actives 0.3% (n = 360,000). purified bovine MsrA, absorbance read-out; in the data active = activation above about 7.5%;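 also: 0% = vehicle and 100% = reference activator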
Scp-1 inhibitor: Scp-1 phosphatase inhibitors, primary screen, biochemical, colorimetric, uHTS; Recombinant Scp1, phosphopeptide, malachite green phosphate absorbance; inhibition, % at 20 µM; actives 0.88% (n = 340,000); AID 493091, 2011;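 active = inhibition above about 50% at 20 µM, limit read from the data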;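 also: plate controls were DMSO wells with enzyme for no effect and wells lacking enzyme for full effect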
Target sequence (Q9GZU7 76-261 limits assumed): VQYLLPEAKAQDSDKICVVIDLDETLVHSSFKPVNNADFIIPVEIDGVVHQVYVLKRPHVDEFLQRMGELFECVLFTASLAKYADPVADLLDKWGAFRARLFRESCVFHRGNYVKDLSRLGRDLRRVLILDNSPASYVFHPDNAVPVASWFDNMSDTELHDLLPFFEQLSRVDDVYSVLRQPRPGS
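Material: truncated SCP-1 phosphatase (76-261aa) / Buffer or medium: 50 mM Tris acetate pH 5.5, 0.005% Tween-20, 10 mM MgCl2 / Compound dosing: one concentration, 20 µM, with 1.0% DMSO / Incubation: 45 min room-temperature reaction, 5 min colour, 30 min stabiliser / Detection: colorimetric free-phosphate detection, absorbance 630 nm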
E coli Lon inh: inhibitors of E. coli Lon protease, primary screen, biochemical, fluorescence polarization; purified E. coli Lon protease; actives 0.42% (n = 360,000); AID 602123, 2011; inhibition, % at 7.94 µM; P0A9M0; in the data active = inhibition above about 13%, passing the limit was not always enough;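 also: 0% = enzyme with probe and DMSO and 100% = no enzyme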
LMPTP block: LMPTP phosphatase inhibitors, primary screen, biochemical, fluorescence intensity, uHTS. AID 651560, 2012. recombinant LMPTP-A, OMFP fluorogenic substrate. actives 0.22% (n = 360,000). Low molecular weight phosphotyrosine protein phosphatase (Homo sapiens), P24666. inhibition, % at 20 µM;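 active = compounds that cut the enzyme signal by at least half of the control window in the single-dose screen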;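 also: plate controls were DMSO wells with enzyme plus substrate for no effect and substrate without enzyme for full effect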
Target sequence (P24666 whole entry, looked up): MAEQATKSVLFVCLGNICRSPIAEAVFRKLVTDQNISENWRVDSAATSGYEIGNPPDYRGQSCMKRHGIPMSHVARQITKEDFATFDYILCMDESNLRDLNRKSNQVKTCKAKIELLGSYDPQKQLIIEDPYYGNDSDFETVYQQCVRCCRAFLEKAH
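Buffer or medium: Bis-Tris pH 6.0, DTT, detergent; Assay system: LMPTP-A enzyme; Quantity: 0.625 nM enzyme; Detection: endpoint fluorescence intensity; Times: 50 min dark incubation at room temperature; Controls: substrate-only low control, DMSO enzyme-plus-substrate high control; Doses: single 20 µM dose; Read-out: percent inhibition versus substrate-only and uninhibited controls; Reagent: 400 µM OMFP.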
SUMO1 PPI mod: modulators of SUMO1 protein-protein interactions, primary screen, biochemical, uHTS. actives 0.33% (n = 360,000). SUMO1 binding to a labelled peptide, TR-FRET, 1 h. inhibition, % at 20 µM. Small ubiquitin-related modifier 1 (Homo sapiens), P63165; in the data active = inhibition above about 37%
Target sequence (P63165 whole entry, looked up): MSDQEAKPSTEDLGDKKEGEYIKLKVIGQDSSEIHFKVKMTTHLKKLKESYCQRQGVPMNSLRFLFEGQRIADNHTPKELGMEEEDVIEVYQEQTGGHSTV
DNMT1 block: human DNMT1 methyltransferase inhibitors, primary screen, biochemical, molecular beacon, fluorescence, HinP1I cleavage, uHTS. DNA (cytosine-5)-methyltransferase 1 (Homo sapiens), P26358. AID 588458, 2011. inhibition (reported as % activation of signal), % at 10 µM. actives 0.83% (n = 360,000); in the data active = inhibition above about 50%
MsrA inh: bovine MsrA enzyme inhibitors, primary screen, biochemical, absorbance, HTS | Methionine sulfoxide reductase A (Bos taurus) | purified bovine MsrA, absorbance read-out | inhibition, % at 15.5 µM | actives 0.75% (n = 360,000) | AID 651718, 2012; in the data active = inhibition above about 4.5%;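 also: 0% = vehicle wells with enzyme and 100% = reference inhibitor wells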
* marks the source's active call; other numbers are inactive results; / = no result given.

SMILES	STEP block	NRP1-CendR mod	TbMetRS inhib	MsrA act	Scp-1 inhibitor	E coli Lon inh	LMPTP block	SUMO1 PPI mod	DNMT1 block	MsrA inh
C(#CCN1CCOCC1)COC(c1ccccc1)c1ccccc1	-6.9	-2.8	-1.2	-4.1	1.1	-4.2	-2.5	-0.4	0.3	0.2
C/C(=N\NC(=O)c1nnn(-c2nonc2N)c1CSc1ccccc1)c1ccc2c(c1)OCO2	0.4	6.5	0.1	-3.9	-3.6	-10.6	-0.7	2.5	9.8	-1.5
Cc1c(C(N)=O)cc([N+](=O)[O-])cc1[N+](=O)[O-]	-0.9	-10.1	-0.4	-6.5	13.3	-31.2	-0.6	-41.4	-3.8	0.3
CC(NC(=O)NC(=O)c1ccc(F)cc1)C1CC1 (centres undefined)	0.9	4.2	-0.3	-2.4	-2.4	26.5*	-0.7	2.3	6.0	2.1
CC(NC(=O)N(Cc1ccccc1)Cc1ccc2c(c1)OCO2)(C(F)(F)F)C(F)(F)F	0.5	7.8	-0.5	-0.7	-8.0	-7.5	-2.7	-0.3	2.9	-0.3
CCCCCC1C(=O)N2C=C(c3ccccc3)c3ccccc3N2C1=O (centres undefined)	-2.5	0.1	-0.2	-2.5	9.6	-9.0	0.6	-9.8	-4.1	-0.6
Cc1cc(Cl)ccc1OCCCC(=O)NC1CCN(C)CC1	1.3	-3.1	1.0	-2.3	-4.1	-5.9	-0.6	0.3	1.4	/
CCC(CC)NC(=O)c1n[nH]c(=O)c2ccccc12	0.9	1.3	0.0	1.2	1.9	2.2	-3.1	5.5	2.0	0.0
O=C(NCc1ccco1)C1CCCN1C(=O)Nc1cccc(Cl)c1 (centres undefined)	-1.6	-8.1	-0.5	-2.5	-9.4	-3.4	0.2	1.4	3.0	-1.4
O=S1(=O)NC(=NCc2ccccc2)c2ccccc21	0.4	-3.9	0.7	0.4	-2.8	0.9	-0.2	1.6	2.2	0.7
O=C(O)Cc1coc2ccc3ccccc3c12	-3.5	-3.6	-0.5	2.6	-6.5	-7.3	-0.9	-5.9	-2.3	0.1
O=C(Nc1ccc2c(c1)[C@H]1C[C@@H](CC(=O)N3CCOCC3)O[C@@H](CO)[C@H]1O2)C1CCOCC1	-1.6	3.7	-0.8	-2.8	/	-2.1	-2.6	0.5	5.7	1.8
CC1O[C@@H](O[C@H](C)CC[C@@H](C)O)C(O)C[C@H]1O (some centres undefined)	0.3	-2.2	0.5	-1.1	-6.5	-13.8	-0.9	-3.3	1.7	0.5
CC(C)C1Nc2c(C(=O)O)cccc2C(Nc2ccccc2C(=O)O)C1(C)C (centres undefined)	-2.1	-17.0	-0.4	-12.2	-5.3	6.4	2.7	28.0	2.5	0.2
CCCCN(C(=O)c1cccc(-n2cccc2)c1)c1c(N)n(CCC)c(=O)[nH]c1=O	7.8	-14.5	-0.5	-3.3	69.8*	-19.9	4.4	12.9	62.4*	-1.3
CCCn1c(=O)[nH]c(=O)c2[nH]cnc21	-3.3	-11.3	-0.5	-0.5	-9.0	7.3	-3.4	-1.7	-0.2	-2.0
CN(CCC#N)C(=O)COC(=O)c1ccc2c(c1)C(=O)N(C1CCCCC1)C2=O	-0.3	13.5	-0.2	-0.8	-7.6	-8.4	0.3	-33.6	0.2	-0.1
CCCC(C)NC(=O)C1CCN(S(=O)(=O)c2ccccc2)CC1 (centres undefined)	-1.7	6.7	-0.3	-1.5	0.2	-3.6	-0.6	-5.2	3.4	-0.4
CCOc1cc(N2CCOCC2)c(OCC)cc1NC(=O)Cc1ccccc1	-0.8	-11.9	-0.4	-1.4	5.3	-2.2	-0.6	4.3	-2.2	0.9
O=C(CSc1nnc(-c2ccccc2Cl)o1)Nc1ccc2c(c1)OCCO2	0.1	-16.0	0.7	-2.2	-11.5	-1.8	0.1	1.6	-3.6	-0.7
C=CCn1c(CSc2nc3ccccc3s2)nnc1SCC(=O)NCc1ccccc1	-7.5	8.6	-0.1	-5.2	5.5	-11.7	-2.0	0.4	1.7	0.6
Cc1ccc(C)c(S(=O)(=O)NCc2ccc(C(=O)N3CCOCC3)cc2)c1	-2.1	10.6	-0.7	-9.0	2.5	-0.9	0.8	-2.6	5.0	-0.4
COc1ccc(CNc2ccc3cn[nH]c3c2)c(OC)c1OC	2.3	-1.7	3.5	-10.2	-6.1	-12.8	4.8	8.7	-15.6	-1.2
c1ccc(N2CCN(c3cccc(-c4cc5ccccc5s4)n3)CC2)nc1	-2.8	-1.9	-0.3	-2.1	/	3.4	-2.2	1.6	-0.7	-0.3
Cc1cccc(CS(=O)(=O)Cc2ccc(C(=O)NCc3cccs3)o2)c1	-0.8	2.7	-0.4	-3.1	-4.0	-0.8	0.2	4.6	1.2	0.7
O=C(CN1CCN(Cc2ccccc2)CC1)c1c[nH]c2ccccc12	0.6	-5.9	4.4	-2.4	-9.7	-7.1	-1.3	-1.3	-11.8	-1.4
O=C(/C=C/c1ccc([N+](=O)[O-])cc1)c1ccco1	-0.5	-12.1	-0.5	2.0	1.3	-10.4	7.1	-12.1	3.5	-0.9
COc1ccccc1Oc1ccc(NC(=O)c2ccc(Cl)cc2)cc1	-0.6	-1.5	-0.6	-4.9	-6.6	-11.3	-0.8	2.6	-2.1	0.2
O=C(NNS(=O)(=O)c1ccc(Cl)cc1)c1cc(-c2ccccc2)n[nH]1	0.0	3.2	2.9	-1.9	13.8	-1.1	0.2	3.7	2.7	0.4
Cc1cccc(NC(=O)C2CCCN(S(=O)(=O)c3ccc(-n4cnnn4)cc3)C2)c1 (centres undefined)	-2.9	8.9	-0.3	-0.9	-7.4	4.9	0.1	-1.0	-0.3	-1.3
Cc1cccc(C)c1OCC(N)C(C)C (centres undefined)	-3.2	-7.8	-0.6	-1.1	8.9	-14.4	-1.9	-1.1	2.1	-0.5
CCOC(=O)c1ccc2[nH]c3c(c2c1)CCCC3C(=O)OCC (centres undefined)	5.3	19.6	0.1	-0.7	-8.2	-19.5	0.8	-0.9	-3.6	0.0
COc1cccc(N2CCN(C3OC(=O)c4ccccc43)CC2)c1 (centres undefined)	-1.8	-4.2	-0.2	0.6	-0.1	-3.6	-2.0	-0.3	3.8	0.7
C#CCOC(=O)Nc1cc(C)n(-c2ccccc2)n1	1.8	7.6	-1.1	-10.9	-0.8	9.8	1.7	3.2	1.4	-0.5
Cc1ccc(NC(=O)CCC2CC(C)(C)OC2=O)cc1 (centres undefined)	-0.4	14.4	0.0	-1.3	-10.7	7.5	0.0	1.5	2.9	-0.1
CC(C)(C)c1nn(-c2ccccc2)c2[nH]c(=O)c(CNCc3ccc4c(c3)OCO4)cc12	-4.2	-17.3	-0.1	-1.5	13.0	-3.9	0.7	7.4	-5.3	-0.2
COc1ccc(CCNC(=O)CC2SC(=NCCc3ccccc3)NC2=O)cc1OC (centres undefined)	-2.0	5.8	-0.6	-3.5	33.9	-14.2	-0.2	-2.4	-9.8	-0.7
CCOC(=O)N1CCN(C(=O)C2CCCN(Cc3nc(-c4ccc(Cl)cc4)oc3C)C2)CC1 (centres undefined)	-2.6	13.9	-0.1	-2.6	-11.7	-3.2	-1.7	4.1	-0.3	0.7
CC(C)c1nnc(NC(=O)c2cnccn2)s1	-0.4	-13.1	-0.3	-10.3	-2.5	-2.7	-0.7	0.0	2.0	0.7
C=CCn1nc(C(=O)OCC)cc1-c1sc(NC(=O)c2ccccc2)nc1C	-0.3	-10.2	-1.0	-0.3	/	-0.7	-0.1	-1.7	-3.4	0.2

Six entries out of the list above, arranged by the number in DNMT1 block, descending.
SMILES	STEP block	NRP1-CendR mod	TbMetRS inhib	MsrA act	Scp-1 inhibitor	E coli Lon inh	LMPTP block	SUMO1 PPI mod	DNMT1 block	MsrA inh
Cc1ccc(C)c(S(=O)(=O)NCc2ccc(C(=O)N3CCOCC3)cc2)c1	-2.1	10.6	-0.7	-9.0	2.5	-0.9	0.8	-2.6	5.0	-0.4
O=C(/C=C/c1ccc([N+](=O)[O-])cc1)c1ccco1	-0.5	-12.1	-0.5	2.0	1.3	-10.4	7.1	-12.1	3.5	-0.9
C=CCn1c(CSc2nc3ccccc3s2)nnc1SCC(=O)NCc1ccccc1	-7.5	8.6	-0.1	-5.2	5.5	-11.7	-2.0	0.4	1.7	0.6
C#CCOC(=O)Nc1cc(C)n(-c2ccccc2)n1	1.8	7.6	-1.1	-10.9	-0.8	9.8	1.7	3.2	1.4	-0.5
C=CCn1nc(C(=O)OCC)cc1-c1sc(NC(=O)c2ccccc2)nc1C	-0.3	-10.2	-1.0	-0.3	/	-0.7	-0.1	-1.7	-3.4	0.2
O=C(CN1CCN(Cc2ccccc2)CC1)c1c[nH]c2ccccc12	0.6	-5.9	4.4	-2.4	-9.7	-7.1	-1.3	-1.3	-11.8	-1.4

New compounds follow:
SMILES	STEP block	NRP1-CendR mod	TbMetRS inhib	MsrA act	Scp-1 inhibitor	E coli Lon inh	LMPTP block	SUMO1 PPI mod	DNMT1 block	MsrA inh
CCOC(=O)c1ccc2c(c1)C1C=CCC1C(C(=O)OCC)N2 (centres undefined)	0.7	11.8	-0.2	-3.1	-4.5	-3.8	1.4	-1.0	-59.5	1.6
COCCn1c(-c2ccc(OC)c(OC)c2)nc2ccccc21	-2.7	-2.7	-1.4	-2.5	-2.2	2.3	2.5	-2.4	2.0	-1.4
CC(=O)Nc1ccc(C(=O)CSc2ncn(-c3ccccc3)n2)cc1	8.7	-7.3	-0.3	0.6	-8.3	3.0	0.9	2.2	-1.3	-0.2
CCOc1ccc(S(=O)(=O)Nc2nc3ccccc3nc2N2CCN(C)CC2)cc1	-3.4	-0.9	-1.6	-15.2	-2.0	6.5	0.3	1.6	-0.9	3.3
